Source: PubChem
ABCG2 inh – blocks JC-1 efflux by human ABCG2 transporter; IgMXP3 cells, flow cytometry; inhibition, % at 6.6 µM; hit rate 0.1% among 190,000; AID 1325;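 active = inhibition above 80%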;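 note: 0% = DMSO and 100% = nicardipine control wells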
Target sequence (Q9UNQ0 whole entry, looked up): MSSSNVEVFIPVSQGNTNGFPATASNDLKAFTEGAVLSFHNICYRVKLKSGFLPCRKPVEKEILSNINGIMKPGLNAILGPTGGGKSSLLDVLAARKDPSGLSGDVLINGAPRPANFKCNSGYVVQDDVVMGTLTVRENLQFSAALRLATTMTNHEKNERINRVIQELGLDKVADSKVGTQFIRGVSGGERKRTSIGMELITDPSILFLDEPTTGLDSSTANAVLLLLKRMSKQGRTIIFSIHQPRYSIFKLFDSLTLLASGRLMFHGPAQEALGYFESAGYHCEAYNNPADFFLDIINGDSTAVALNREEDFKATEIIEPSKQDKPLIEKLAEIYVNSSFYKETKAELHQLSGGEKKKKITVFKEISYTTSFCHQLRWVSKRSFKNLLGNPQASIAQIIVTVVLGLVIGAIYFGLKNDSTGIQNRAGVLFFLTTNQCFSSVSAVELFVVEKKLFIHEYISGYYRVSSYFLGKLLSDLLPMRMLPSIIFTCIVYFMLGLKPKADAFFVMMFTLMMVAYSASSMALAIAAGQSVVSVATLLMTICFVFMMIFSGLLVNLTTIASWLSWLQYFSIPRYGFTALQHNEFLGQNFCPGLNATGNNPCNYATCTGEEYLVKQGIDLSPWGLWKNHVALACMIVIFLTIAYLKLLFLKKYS
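Measure – % inhibition of efflux relative to nicardipine and DMSO · Test system – ABCG2 IgMXP3 and barcoded ABCB1 CCRF-Adr cell mix · Control set – nicardipine as high control, DMSO as low control · Compound – one concentration, 6.6 µM final · Signal – flow cytometry of retained JC-1 fluorescence · Timing – 10 min exposure at 25 °C with rotation, no wash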
RGS8-Gao reg – regulators of human RGS8-Galphao interaction; multiplexed bead flow cytometry, RGS8-Galphao binding; actives lie on both sides; response (percent of control binding), % at 10 µM; hit rate 0.34% among 220,000; AID 1423; in the data active = response below about 60% or above about 140%; inactive = in between;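 note: Galphao activated as the GDP aluminium fluoride complex binding bead-coupled RGS8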
Target sequence (P09471 whole entry, looked up): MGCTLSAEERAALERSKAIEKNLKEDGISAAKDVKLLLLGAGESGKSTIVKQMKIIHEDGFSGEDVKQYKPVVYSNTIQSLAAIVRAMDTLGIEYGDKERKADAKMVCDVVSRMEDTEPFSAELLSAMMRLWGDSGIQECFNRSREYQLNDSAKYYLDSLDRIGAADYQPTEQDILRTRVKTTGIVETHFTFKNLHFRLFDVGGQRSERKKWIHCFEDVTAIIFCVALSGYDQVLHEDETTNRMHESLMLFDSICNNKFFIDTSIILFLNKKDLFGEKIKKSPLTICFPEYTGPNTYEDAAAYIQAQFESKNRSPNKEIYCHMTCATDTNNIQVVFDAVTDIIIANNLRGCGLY
RGS4-Gao reg – human RGS4-Galphao interaction regulation. P09471. Multiplexed bead flow cytometry, RGS4-Galphao binding; actives lie on both sides. binding response (% of control), % at 10 µM. hit rate 0.33% among 220,000. AID 1415; in the data active = binding response below about 49% or above about 150%; inactive = in between;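 note: fluorescent Galphao activated with aluminum fluoride binding bead-coupled RGS4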
RGS7-Gao reg – regulators of human RGS7-Galphao interaction; P09471; binding response (% of control), % at 10 µM; hit rate 0.35% among 220,000; AID 1439; Multiplexed bead flow cytometry, RGS7-Galphao binding; actives lie on both sides; in the data active = binding response below about 49% or above about 150%; inconclusive = no clear call, values can overlap the other calls; inactive = in between;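 note: fluorescent Galphao held in activated GDP-AlF4 state binding bead-coupled RGS7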
Mcl1 Noxa PPI – Mcl-1/Noxa interaction inhibition. hit rate 1.5% among 220,000. inhibition, % at 21.7 µM. TR-FRET Mcl-1/Noxa peptide binding, 2 h;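 active = compounds that cut the protein-peptide binding signal by more than 50% relative to plate controls in a single-dose test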;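 note: His-tagged Mcl-1 with rhodamine Noxa BH3 peptide and terbium anti-His antibody; 0% = Mcl-1 plus Noxa peptide wells and 100% = peptide-only wells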
ABCB1 inh – blocks JC-1 efflux by human ABCB1 transporter. P08183. CCRF-Adr cells, flow cytometry. inhibition, % at 6.6 µM. hit rate 0.067% among 190,000; in the data active = inhibition above about 40%;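 note: 0% = vehicle and 100% = reference inhibitor; higher value means more JC-1 retained so stronger ABCB1 efflux block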
Mcl1 Bid PPI – Mcl-1/Bid interaction inhibition. TR-FRET Mcl-1/Bid-Dy647 peptide binding, 1536-well. hit rate 0.97% among 220,000. inhibition, % at 21.7 µM. Q07820. AID 1021;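 active = compounds that cut the binding signal by more than half at the single screening dose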;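 note: His-tagged Mcl-1 with europium anti-His antibody binding Bid BH3 peptide; 0% = Mcl-1 plus peptide wells and 100% = peptide-only wells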
Bim-Mcl-1 – human Bim-Mcl-1 interaction inhibition; Bead-based flow cytometry, Bim peptide-Mcl-1 binding; inhibition, % at 10 µM; hit rate 0.1% among 190,000; AID 1009; in the data active = inhibition above about 40%;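 note: 0% = no compound tracer wells and 100% = peptide blocker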
Avidin bead fluor – compound fluoresces at 488/530 nm on avidin beads. compound fluorescence 488/530 nm, flow cytometry; stronger effect = higher value. fluorescence (KMESF) at 10 µM. hit rate 0.38% among 220,000. AID 1775; in the data active = fluorescence above about 47; note: inactives centre near 10
GSH bead fluor – GSH bead compound fluorescence profile. hit rate 0.25% among 190,000. AID 1776. GSH beads flow cytometry, compound fluorescence 488/530 nm; stronger effect = higher value. fluorescence (KMESF) at 10 µM; in the data active = fluorescence above about 89;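 note: glutathione beads carrying GST-tagged Bcl family fusion proteins plus one bare bead set; values are compound well signal with DMSO vehicle wells as background; inactives centre near 16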
Pf gamet viab – kills late stage P. falciparum gametocytes | P. falciparum stage V gametocytes, ATP luminescence, 24 h | inhibition, % at 10.9 µM | hit rate 0.065% among 150,000 | AID 743093;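 active = inhibition above the mean plus 3 SD of compounds within the control limits, set per campaign, cut at about 38% in these data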;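 note: 0% = DMSO wells and 100% = medium only without gametocytes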
The depositor's hits bear a star; u = inconclusive; x = not tested or not shown.

SMILES	ABCG2 inh	RGS8-Gao reg	RGS4-Gao reg	RGS7-Gao reg	Mcl1 Noxa PPI	ABCB1 inh	Mcl1 Bid PPI	Bim-Mcl-1	Avidin bead fluor	GSH bead fluor	Pf gamet viab
O=[N+]([O-])c1ccc(N2CCCCC2)s1	3	99	97	103	5	0.1	-7	1	7	12	6
COc1ccc(-c2noc(CCC(=O)NCc3ccco3)n2)cc1	x	95	98	u	-9	x	-3	x	7	x	5
c1ccc(C2=Nc3ccccc3SC2c2nc3ccccc3[nH]2)cc1 (stereo not given)	-1	111	101	102	27	-0.8	10	-5	18	30	x
CCC1(CC)Cc2ccccc2-c2nc(CN3CCOCC3)[nH]c(=O)c21	3	115	113	114	0	0.9	13	-2	4	46	x
COc1ccc(OCC(=O)N/N=C(\CCC(=O)O)c2cccs2)cc1	0	102	102	100	3	0.1	0	2	12	13	-18
O=c1cc(CO)oc(C(Nc2ccccn2)c2ccsc2)c1O (stereo not given)	1	84	79	75	48	0.1	6	-2	6	26	x
O=C(C1CCN(S(=O)(=O)c2cccc3cccnc23)CC1)N1CCCC1	1	104	105	106	20	0.0	-13	0	7	25	x
Clc1ccc(OCCCCSc2ncccn2)cc1	11	92	91	98	35	-1.1	-4	-6	11	35	x
Cc1ccc(C(OCC(C)(C)C[N+](C)(C)C)c2ccccc2)cc1 (stereo not given)	4	98	100	98	-3	-0.2	-15	2	8	25	x
CC(C)(C)c1cc(C(=O)N/N=C/c2ccc([N+](=O)[O-])s2)n[nH]1	x	104	102	u	-99	x	-83	x	7	x	12
Cc1ccc(Sc2c(C)nn(C(=O)CNS(=O)(=O)c3ccc(F)cc3)c2C)cc1	0	103	105	104	-1	-0.1	-17	-5	4	10	-5
CCCCC(=O)Nc1nnc(-c2ccco2)o1	1	100	102	104	9	0.0	-23	-1	11	20	8
CCNc1ccc2noc3c2c1C(=O)c1ccccc1-3	1	55*	47*	46*	-239	0.6	88*	2	7	14	x
COc1ccccc1NC1=C(Cl)C(=O)N(C2CCCCC2)C1=O	23	104	101	102	6	1.6	-57	-2	12	31	x
C#CCO[C@@H]1C[C@H](n2cnc3c(=O)[nH]c(NC(=O)C(C)C)nc32)O[C@@H]1CO	x	91	81	u	-275	x	-17	x	7	x	7
COC(=O)c1ccc2c(=O)n(CC3CCCO3)c(SCC(=O)Nc3ccccc3Cl)nc2c1 (stereo not given)	5	100	99	101	2	2.7	47	0	5	37	-3
O=c1c2c(nc3c(-c4ccccc4)c[nH]n13)CCC2	0	102	98	98	6	-0.3	-74	2	6	30	x
Cc1cccc(-c2cc(C(=O)Nc3sc(C)c(C)c3C(N)=O)c3ccccc3n2)c1	2	102	101	100	13	1.1	-26	-5	24	9	x
COc1ccccc1NS(=O)(=O)c1cccc(-n2c(O)c(C=Nc3ccccc3C(=O)O)c3ccccc3c2=O)c1	x	98	102	u	35	x	-23	x	5	x	-1
COc1ccc(NC(=O)CSc2nc(C)cs2)c(OC)c1	14	102	102	98	4	1.3	-10	6	10	19	0
Cn1nc(-c2ccccc2)c(CSc2ccccc2Cl)c1Cl	3	109	104	104	2	0.6	9	-2	1	52	x
CC(=O)c1ccc(N/C=C\C(=O)c2ccc(C)cc2)cc1	4	101	103	103	-8	0.3	-12	1	13	21	15
COc1ccc(C(=O)NNC2=CC(=O)CC(C)(C)C2)cc1	-2	104	99	100	37	-0.3	-3	8	8	12	x
CCOC(=O)c1[nH]c(C)c(C(=O)NCc2ccc(Cl)cc2)c1C	51	100	98	98	0	1.6	-4	-1	25	29	13
CC(=O)C1=C(C)NC(SCC(=O)c2ccccc2)=C(C#N)C1c1ccco1 (stereo not given)	80	98	94	96	23	4.3	-19	-9	29	26	x

Record cards, as listed above. Order of values: ABCG2 inh | RGS8-Gao reg | RGS4-Gao reg | RGS7-Gao reg | Mcl1 Noxa PPI | ABCB1 inh | Mcl1 Bid PPI | Bim-Mcl-1 | Avidin bead fluor | GSH bead fluor | Pf gamet viab
Entry for `CCC1(CC)Cc2ccccc2-c2nc(CN3CCOCC3)[nH]c(=O)c21` = 3 | 115 | 113 | 114 | 0 | 0.9 | 13 | -2 | 4 | 46 | x
Entry for `CC(=O)c1ccc(N/C=C\C(=O)c2ccc(C)cc2)cc1` = 4 | 101 | 103 | 103 | -8 | 0.3 | -12 | 1 | 13 | 21 | 15

Remaining list, next part:
SMILES	ABCG2 inh	RGS8-Gao reg	RGS4-Gao reg	RGS7-Gao reg	Mcl1 Noxa PPI	ABCB1 inh	Mcl1 Bid PPI	Bim-Mcl-1	Avidin bead fluor	GSH bead fluor	Pf gamet viab
CC1(C)Cc2nc3sc4c(=O)n(CC(=O)NCc5ccco5)cnc4c3cc2CO1	3	101	103	102	28	0.6	-32	-3	10	13	3
COc1ccc(NC(=O)Cc2coc3cc(C)ccc23)cn1	11	97	101	96	5	0.7	-34	0	5	22	-2
Cc1ccc(NC(=S)NNC(=O)CCn2cc(C)cn2)cc1	14	100	100	104	22	1.4	-45	-5	35	24	-13
CCCCCC1CC(CC(=O)O)C(=O)O1 (stereo not given)	1	104	105	105	-16	0.1	-19	2	7	5	1
Cc1ccnc(NC(=O)CCC2COc3ccccc3O2)c1 (stereo not given)	3	94	94	92	3	0.6	1	-6	10	19	14
CCc1ccccc1NC(=S)N(CCN1CCCCCC1)Cc1ccco1	0	102	100	100	1	0.0	-34	-7	8	15	-11
COc1ccc(-n2c(C)ccc2C)c([N+](=O)[O-])c1	2	102	98	98	-1	0.5	-67	3	10	21	10
CCOC(=O)Nc1ccc2c(c1)N(C(=O)CCN1CCN(C)CC1)c1ccccc1S2	2	98	92	95	17	0.3	9	-2	24	10	6
O=C(Nc1ccc(Cl)cc1)Nc1ccc(Oc2cccnc2)nc1	x	100	98	u	26	x	4	x	9	x	-16
CCOC(=O)C1(CCc2ccccc2)CCN(Cc2ccc(O)cc2)CC1	-1	102	103	102	20	-0.2	18	-3	9	9	-24
COC(=O)c1ccc(NC(=S)NC2CC2)cc1	3	110	100	97	12	0.6	-47	-2	6	26	x
CCc1ccccc1NS(=O)(=O)c1ccc2[nH]cc(C(=O)NCC3CCCO3)c(=O)c2c1 (stereo not given)	-2	109	113	113	72*	-0.5	59*	-2	22	16	x
CC(Sc1nncn1C)C(=O)Nc1nnc(C(C)C)s1 (stereo not given)	2	100	100	86	1	0.0	3	0	8	22	x
CCn1cc(C(=O)Nc2sc(C)c(C)c2C(=O)OC)cn1	4	99	100	103	24	0.5	-20	-6	3	8	x
COc1ccccc1Nc1nc2ccccc2n1C	3	104	104	103	-1	0.3	-35	-1	8	21	x
COc1ccccc1CNC(=O)COC(=O)c1ccc(NC(N)=O)cc1	3	109	104	101	8	0.2	-10	-13	11	36	-20
CN(C)c1ccc(C2Nc3ccccc3C(=O)N2CCN2CCNC2=O)cc1 (stereo not given)	x	100	100	u	1	x	-22	x	7	x	-16
CCCCCCNC(=O)c1ncn[nH]1	x	103	103	u	-9	x	-23	x	5	x	-31
C=CCNC(=O)CC12CC3CC(C1)CC(CC(=O)NCC=C)(C3)C2	1	94	90	104	1	0.7	-3	-4	6	22	21
COc1ccc(CN2C(=O)NC3(CCOc4ccccc43)C2=O)cc1F (stereo not given)	7	103	102	111	15	1.5	-5	-4	17	11	5
CN(C(=O)COC(=O)c1ccc(S(=O)(=O)N2CCOCC2)cc1)C1CCCCC1	2	105	102	102	-5	0.4	9	1	9	13	x
O=C(COc1ccc(Cl)cc1Cl)N/N=C1\CCCc2ccccc21	35	23*	34*	27*	-7	-0.2	11	0	2	27	x
COC(=O)[C@H](Cc1ccccc1)NC(=O)O[C@H]1C(=O)c2ccc(OC)cc2O[C@@H]1c1ccc2c(c1)OCO2	6	100	100	99	-14	1.2	-8	-2	10	17	x
Cc1n[nH]c(C)c1CCN(C)Cc1cn(C)nc1-c1ccc2c(c1)OCCO2	1	100	102	113	-1	-0.2	-10	2	38	12	x
CCCN1CCN(C(=O)Cn2cccc2C(=O)c2ccccc2)CC1	5	100	102	96	8	0.2	-12	0	32	24	x
(list continues)
SMILES	ABCG2 inh	RGS8-Gao reg	RGS4-Gao reg	RGS7-Gao reg	Mcl1 Noxa PPI	ABCB1 inh	Mcl1 Bid PPI	Bim-Mcl-1	Avidin bead fluor	GSH bead fluor	Pf gamet viab
O=C(NCc1cccs1)C1CCCN(c2nc3ccccc3o2)C1 (stereo not given)	0	95	101	102	-7	0.1	-6	5	8	30	x
Cc1c(NC(=O)COC(=O)c2cc3c4ccccc4n(C)c3s2)c(=O)n(-c2ccccc2)n1C	-1	98	98	100	1	0.4	1	0	8	15	x
Cc1noc(C)c1COC(=O)c1ccccc1NC(=O)Cc1ccccc1	4	98	100	96	11	1.8	17	5	32	21	x
O=S1(=O)CCC(N=Nc2c(O)n(Cc3ccccc3)c3ccccc23)C1 (stereo not given)	x	100	102	u	11	x	-10	x	5	x	-6
CCN(CC)S(=O)(=O)c1ccc(N2CCOCC2)c(NC(=O)Cc2ccccc2F)c1	36	103	100	101	-24	26	-9	0	11	9	5
O=C1C(Cl)=C(N2CCCCC2)C(=O)N1c1ccccc1	12	103	101	98	0	0.3	-31	-5	11	30	3
CC1=NNC(=O)C1CCC(=O)N/N=C\c1ccc(Cl)c(Cl)c1 (stereo not given)	1	100	99	99	-13	-1.9	-42	0	6	12	12
COc1ccc(Cn2c(=S)[nH]c3cc(C(=O)NCc4cccnc4)ccc3c2=O)cc1	0	103	103	100	-12	0.1	2	-24	25	9	-17
CCOc1ccc(N(CC(=O)NC2CCCC2)S(=O)(=O)c2c(C)[nH]c(=O)[nH]c2=O)cc1	2	102	102	101	-5	0.3	-6	0	6	28	x
O=C(NCCCn1ccnc1)C(=O)c1cn(CC(=O)N2CCCCCC2)c2ccccc12	0	101	108	109	-25	0.2	-6	0	11	9	x
CCCCN(C)CCCNC(=O)CC1Oc2ccccc2NC1=O (stereo not given)	-1	100	102	109	16	-2.0	-23	1	10	18	x
Cc1cc(SCC(=O)c2cccs2)n2nc(C)c(-c3ccccc3)c2n1	-9	109	106	106	-23	-1.6	-80	-18	5	16	-3
CCOc1cc(CNCc2ccccn2)cc(Cl)c1OCC	0	107	100	100	41	0.1	11	-3	20	9	9
CC(C)(C)NCC(O)(c1ccc(Cl)cc1)c1ccc(Cl)cc1	0	102	101	99	12	0.1	1	-2	10	13	x
Cc1cc(C)nc(Nc2n[nH]c(-c3cccc4ccccc34)n2)n1	19	102	102	100	7	0.8	-10	-3	12	34	x
N#C/C(C(N)=O)=c1/ccc2c(c1)N1C3=C(CCCC3)CC3CCCCC31N=2 (stereo not given)	4	98	100	100	19	1.1	-18	4	9	4	11
COc1ccc(OCCCC(=O)Nc2cccnc2)cc1	3	107	104	109	9	0.5	-27	1	10	17	7
COc1cc2c(C#N)c(N3CCc4ccccc4C3)nc(N)c2c(N)n1	0	101	97	96	x	3.0	x	3	10	31	x
Cc1nc(C)c(CC(=O)N2CCc3c([nH]c4ccccc34)C2c2ccccn2)s1 (stereo not given)	8	98	93	85	18	1.7	-35	2	8	17	0
Cc1ccc(/C=N/NS(=O)(=O)c2ccc([N+](=O)[O-])cc2)o1	-2	112	100	103	15	-0.7	-54	-6	6	10	3
